Pin1 inh – blocks the human prolyl isomerase Pin1. Pin1 FP peptide displacement, HiFluor488, 10 min. AID 504891. Q13526. Potency, µM (series often up to 115 µM), for inactives: at the top dose activity, negative = inhibition, hits mostly inhibitors. 0.009% of 390,000 active; active = well fitted inhibition curve with a large enough effect in the polarisation, with a control signal flat, not every such curve was filed as active; inconclusive = small, poorly fitted or top-dose-only effect, or effect the other way, or a change in a side signal; inactive = no such curve, though single readings can be large or run the other way; the % refers to the polarisation; also: % is scaled to controls: 0 for no effect and ±100 for the full control effect
G9a block – inhibitors of human histone lysine methyltransferase G9a; Q96KQ7; G9a H3K9 monomethylation, AlphaScreen, 2 h; Potency, µM (highest dose often 102 µM), for the others: at the highest dose activity, negative = inhibition, most hits filed as inhibitors; 8.8% of 350,000 active; also: % is scaled to controls: 0 for no effect and ±100 for the full control effect; nearly all actives have a fitted effect of over 75% in size
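Readings reflect AlphaScreen signal from monomethyl-H3K9 antibody detection. HMT at 20 nM; substrate b-H3K9 500 nM; cofactor SAM 20 uM; 2 h RT reaction; compounds tested as titrations in qHTS with 15 min preincubation.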
GLS inhibitor – blocks human kidney-isoform glutaminase activity; GLS enzymatic activity, qHTS titration; O94925; 0.21% of 410,000 active; Potency, µM (doses to about 45.5 µM), without a hit: top-dose activity change, negative = inhibition, actives largely listed as inhibitors; also: % is scaled to controls: 0 for no effect and ±100 for the full control effect
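Assay buffer: 45 mM KH2PO4 pH 8.2, 0.02% Tween-20. hKGA acts on L-glutamine (1 mM solution added); product glutamate is reported by an oxidase/peroxidase Amplex Red coupling, with fluorescence taken at baseline and 30 min.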
BAZ2B inh – BAZ2B (human) inhibition. Q9UIF8. AlphaScreen BAZ2B-H3K14Ac peptide displacement. Potency, µM (top dose mostly 114 µM), for inactives: at the highest dose activity change, negative = inhibition, most hits filed as inhibitors. 4.4% of 360,000 active. AID 504333; also: % is scaled to controls: 0 for no effect and ±100 for the full control effect; nearly all actives have a fitted effect of over 60% in size
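AlphaScreen luminescence quantifies BAZ2B engagement of H3K14Ac peptide; the protein and biotinylated peptide are both at 50 nM final, buffer PBS pH 7.4 with 0.01% Tween-20, all steps at room temperature.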
BLM helicase inh – Bloom syndrome helicase (human) inhibition; recombinant BLM DNA unwinding, fluorescence dequenching; P54132; 0.2% of 350,000 active; AID 2528; Potency, µM (top dose mostly 56.1 µM), without a hit: at the top dose activity change, negative = inhibition, actives largely listed as inhibitors;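 also: plate controls were vehicle for no effect and no enzyme for full effect; nearly all actives have a fitted effect of over 35% in size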
Target sequence (P54132 whole entry, looked up): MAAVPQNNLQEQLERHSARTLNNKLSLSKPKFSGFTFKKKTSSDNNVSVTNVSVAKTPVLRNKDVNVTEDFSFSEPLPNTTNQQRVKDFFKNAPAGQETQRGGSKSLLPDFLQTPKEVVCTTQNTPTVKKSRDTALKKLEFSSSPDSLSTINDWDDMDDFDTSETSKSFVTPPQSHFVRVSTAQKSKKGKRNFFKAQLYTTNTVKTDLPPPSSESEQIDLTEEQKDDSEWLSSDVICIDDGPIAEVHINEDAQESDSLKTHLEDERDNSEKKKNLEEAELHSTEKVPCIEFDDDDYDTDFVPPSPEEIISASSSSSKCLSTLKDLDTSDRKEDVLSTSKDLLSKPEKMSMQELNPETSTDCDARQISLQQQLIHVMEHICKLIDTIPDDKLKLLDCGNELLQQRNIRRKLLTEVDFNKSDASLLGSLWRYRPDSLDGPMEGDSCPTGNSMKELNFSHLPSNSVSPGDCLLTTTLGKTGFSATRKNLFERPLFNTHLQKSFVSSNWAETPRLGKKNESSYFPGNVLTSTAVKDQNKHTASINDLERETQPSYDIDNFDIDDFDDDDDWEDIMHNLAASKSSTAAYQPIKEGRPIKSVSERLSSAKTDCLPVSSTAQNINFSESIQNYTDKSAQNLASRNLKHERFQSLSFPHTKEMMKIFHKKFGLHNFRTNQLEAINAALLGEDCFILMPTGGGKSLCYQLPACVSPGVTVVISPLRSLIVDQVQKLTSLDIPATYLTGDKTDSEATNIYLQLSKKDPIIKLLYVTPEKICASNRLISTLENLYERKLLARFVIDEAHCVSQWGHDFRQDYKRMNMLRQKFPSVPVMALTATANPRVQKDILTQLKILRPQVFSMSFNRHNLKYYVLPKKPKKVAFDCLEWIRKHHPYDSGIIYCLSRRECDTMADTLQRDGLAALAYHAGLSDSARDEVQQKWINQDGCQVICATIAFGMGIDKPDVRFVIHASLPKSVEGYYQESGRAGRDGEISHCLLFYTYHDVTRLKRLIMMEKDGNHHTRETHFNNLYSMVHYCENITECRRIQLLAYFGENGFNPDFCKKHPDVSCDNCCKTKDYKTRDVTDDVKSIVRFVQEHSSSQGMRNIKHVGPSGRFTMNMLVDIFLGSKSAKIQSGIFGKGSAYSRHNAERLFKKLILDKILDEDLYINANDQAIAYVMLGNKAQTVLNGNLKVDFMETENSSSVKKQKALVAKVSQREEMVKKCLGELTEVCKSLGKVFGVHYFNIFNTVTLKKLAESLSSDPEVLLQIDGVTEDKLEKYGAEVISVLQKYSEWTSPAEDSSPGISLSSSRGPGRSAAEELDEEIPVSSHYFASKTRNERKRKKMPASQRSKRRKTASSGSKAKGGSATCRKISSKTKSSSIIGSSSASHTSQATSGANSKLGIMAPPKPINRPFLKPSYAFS
POLI inh – DNA polymerase iota (human) inhibition. Potency, µM (doses to about 115 µM), for inactives: at the top dose activity, negative = inhibition, usual class: inhibitors. AID 588590. 1% of 390,000 active. Q9UNA4. Pol iota fluorescent replication assay, 10 min
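Pol iota at 10 nM preincubated 15 min with compounds at room temperature; reaction started with fluorescent substrate, 50 nM final. Fluorescence read kinetically at 0 and 10 min; buffer-only wells as negative control.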
PGK inhibitor – blocks T. brucei phosphoglycerate kinase | PGK/GAPDH coupled, Kinase-Glo luminescence, 60 min | Potency, µM (top dose mostly 57.5 µM), without a hit: top-dose activity change, negative = inhibition, usual class: inhibitors | 0.043% of 380,000 active | AID 602233; also: % is scaled to controls: 0 for no effect and ±100 for the full control effect; nearly all actives have a fitted effect of over 60% in size
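Luminescent ATP detection (Kinase-Glo Plus) follows a 60-minute room-temperature incubation, with wells lacking PGK as controls. Buffer: 100 mM TEA (pH 7.6), 5 mM MgCl2, 0.01% Tween-20. Coupling enzyme GAPDH (100 nM final) supplies unstable 1,3-BPG in-well.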
HP1b chromo inh – HP1-beta chromodomain-methylated histone interaction inhibition | Potency, µM (top dose mostly 114 µM), for the others: top-dose activity change, negative = inhibition, actives largely listed as inhibitors | P83916 | AID 540317 | AlphaScreen HP1-beta / biotin-H3K9me3 peptide binding | 0.56% of 390,000 active; also: nearly all actives have a fitted effect of over 70% in size; inactives centre near 23
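AlphaScreen: HP1-beta (50 nM) preformed 30 min with biotin-H3(1-18)K9me3 peptide (50 nM) in PBS pH 7.4, 0.01% Tween-20. Compound added for 30 min at RT, then streptavidin donor/nickel chelate acceptor beads (10 ug/mL) for 30 min.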
JMJD2A Tudor inh – JMJD2A Tudor domain (human) inhibition. O75164. AlphaScreen JMJD2A-Tudor / H3K4me3 peptide binding. Potency, µM (highest dose often 114 µM), for the others: at the top dose activity change, negative = inhibition, hits mostly inhibitors. 4.4% of 390,000 active; also: % is scaled to controls: 0 for no effect and ±100 for the full control effect; nearly all actives have a fitted effect of over 50% in size
The depositor's hits bear a star; & = joins results of further samples; [ ] = another dose, or the depositor's remark. Unless noted, calls follow the shape of the dose curve; as a rule, active = well fitted curve in the direction sought with a large enough effect; inconclusive = small, poorly fitted or top-dose-only effect, or another doubt; inactive = no such curve, though single readings can be large; an effect the other way counts as inactive or inconclusive. Potency is read from the fitted curve at half-maximal effect. These rows are one share of the data, so the mix of outcomes need not match the whole.

For CCOC(=O)N1CC=C2C(C#N)=C(N)C(C#N)(C#N)[C@H](c3ccc(OC(C)C)c(OCC)c3)[C@H]2C1 the results were Pin1 inh inconclusive, G9a block inconclusive, GLS inhibitor 10%, BAZ2B inh inconclusive, BLM helicase inh -11%, POLI inh 4%, PGK inhibitor -2%, HP1b chromo inh 38% and JMJD2A Tudor inh -8%.
`COc1cccc(NC(=O)CSc2nc(N)cc(N)n2)c1` gave Pin1 inh 1%, G9a block 6%[59 µM], GLS inhibitor 2%, BAZ2B inh 9%, BLM helicase inh -2%, POLI inh -13%, PGK inhibitor -1%, HP1b chromo inh 4% and JMJD2A Tudor inh -15%.
For CCOC(=O)CSc1nc(N)c(C#N)c(CC(C)C)c1C#N the results were Pin1 inh 11%, G9a block -3%, GLS inhibitor -4%, BAZ2B inh 0%, BLM helicase inh 2%, POLI inh -9%, PGK inhibitor 2%, HP1b chromo inh 43%[activator] and JMJD2A Tudor inh -7%.
For CCC(C)(c1ccc(C(=O)OC)s1)c1ccc(C(=O)OC)s1 the results were Pin1 inh 0%, G9a block 74%[activator][59 µM], GLS inhibitor 2%, BAZ2B inh 211%[activator], BLM helicase inh -16%, POLI inh 0%, PGK inhibitor -7%, HP1b chromo inh 161%[activator] and JMJD2A Tudor inh 102%[activator].
c1ccc(-c2cnn3c(-c4ccccc4)c(-c4ccccc4)nc3n2)cc1 was read as Pin1 inh inconclusive, G9a block 46%[activator][59 µM], GLS inhibitor 3%, BAZ2B inh 25%, BLM helicase inh -1%, POLI inh 1%, PGK inhibitor -2%, HP1b chromo inh 25% and JMJD2A Tudor inh 4%.
For CC(C)C[C@H](NC(=O)N1CC(=O)Nc2ccccc21)C(=O)N[C@H](Cc1c[nH]c2ccccc12)C(=O)O the results were Pin1 inh -10%, GLS inhibitor 13%, BAZ2B inh 12%[57.1 µM], BLM helicase inh 1%, POLI inh -7%, PGK inhibitor 1%, HP1b chromo inh 26% and JMJD2A Tudor inh -17%.
`CC(C)OCCCNC(=O)CN1C(=O)c2cccc3cccc1c23` gave Pin1 inh 4%, G9a block 34%, GLS inhibitor 5%, BAZ2B inh 1%, BLM helicase inh 1%, POLI inh 102%[activator], PGK inhibitor 2%, HP1b chromo inh 19% and JMJD2A Tudor inh -7%.
`c1ccc2c(c1)CSc1sccc1C2=C1CCNCC1` gave Pin1 inh 17%, G9a block -44%[59 µM], GLS inhibitor 1%, BAZ2B inh inconclusive, BLM helicase inh -2%, POLI inh 12%, PGK inhibitor -3%, HP1b chromo inh -27% and JMJD2A Tudor inh inconclusive.
For COc1ccc(S(=O)(=O)N2CCCN(S(=O)(=O)c3ccc(OC)cc3C)CC2)c(C)c1 the results were Pin1 inh 42%[activator], G9a block 9%, GLS inhibitor -12%, BAZ2B inh 1%, BLM helicase inh -4%, POLI inh 17%, PGK inhibitor -5%, HP1b chromo inh 23% and JMJD2A Tudor inh 5%.
CCCCC(=O)Nc1nnc(S(=O)(=O)N2CCCCCC2)s1 was read as Pin1 inh -3%&22%, G9a block 4%, GLS inhibitor -1%&-6%, BAZ2B inh inconclusive, BLM helicase inh 1%&-6%, POLI inh 32%&-5%, PGK inhibitor inactive, HP1b chromo inh 34%&-14% and JMJD2A Tudor inh -5%.
`CN(C)/C=N/NC(=O)C1Cc2c(ccc3ccccc23)O1` (configuration not stated) gave Pin1 inh 2%, G9a block 10%, GLS inhibitor 26%, BAZ2B inh 4%, BLM helicase inh 2%, POLI inh -25%, PGK inhibitor inactive, HP1b chromo inh 26% and JMJD2A Tudor inh -18%.
Screening Cc1ccc(OCCCC(=O)Nc2sc3c(c2C(N)=O)CCC(C)C3)cc1 (configuration not stated) returned Pin1 inh inconclusive, G9a block -3%[59 µM], GLS inhibitor 5%, BAZ2B inh 2%, BLM helicase inh 7%, POLI inh -12%, PGK inhibitor 7%, HP1b chromo inh 57%[activator] and JMJD2A Tudor inh -1%.

The last two records of the section before are carried over, then new ones follow.
`CN(C)/C=N/NC(=O)C1Cc2c(ccc3ccccc23)O1` (configuration not stated) gave Pin1 inh 2%, G9a block 10%, GLS inhibitor 26%, BAZ2B inh 4%, BLM helicase inh 2%, POLI inh -25%, PGK inhibitor inactive, HP1b chromo inh 26% and JMJD2A Tudor inh -18%.
Screening Cc1ccc(OCCCC(=O)Nc2sc3c(c2C(N)=O)CCC(C)C3)cc1 (configuration not stated) returned Pin1 inh inconclusive, G9a block -3%[59 µM], GLS inhibitor 5%, BAZ2B inh 2%, BLM helicase inh 7%, POLI inh -12%, PGK inhibitor 7%, HP1b chromo inh 57%[activator] and JMJD2A Tudor inh -1%.
`O=c1c2c(-c3ccc([N+](=O)[O-])cc3)csc2nc2n1CCC2` gave Pin1 inh 0%, G9a block 7.9µM*, GLS inhibitor 4%, BAZ2B inh -1%, BLM helicase inh 2%, POLI inh 9%, PGK inhibitor 0%, HP1b chromo inh inconclusive and JMJD2A Tudor inh -30%.
Screening Cc1cccc(NC(=O)C2CCC(CNS(=O)(=O)c3ccc(Br)s3)CC2)c1 (configuration not stated) returned Pin1 inh -2%, G9a block -7%[59 µM], GLS inhibitor -3%, BAZ2B inh 2%, BLM helicase inh -3%, POLI inh 3%, PGK inhibitor inactive, HP1b chromo inh 11% and JMJD2A Tudor inh -12%.
`CCCc1ccc(OCC(O)CN2CCN(C(=O)OCC)CC2)cc1` (configuration not stated) gave Pin1 inh 1%, G9a block 16%, GLS inhibitor 0%, BAZ2B inh 2%, BLM helicase inh -4%, POLI inh 13%, PGK inhibitor inactive, HP1b chromo inh 19% and JMJD2A Tudor inh -12%.
`O=C1OC(Cc2ccccn2)C(=O)C1=C1SCCS1` (configuration not stated) gave Pin1 inh 0%, G9a block 26%[59 µM], GLS inhibitor -9%, BAZ2B inh 4%, BLM helicase inh 2%, POLI inh 14%, PGK inhibitor -9%, HP1b chromo inh 38% and JMJD2A Tudor inh 1%.
Screening Cc1onc(-c2ccccc2)c1C(=O)OCC(=O)N(C)c1ccccc1 returned Pin1 inh -11%, GLS inhibitor 2%, POLI inh 12%, PGK inhibitor -5%, HP1b chromo inh 41% and JMJD2A Tudor inh -10%.
Screening Cc1ccc(-c2nn(-c3ccccc3)cc2C(=O)Nc2ccc(C)c(S(=O)(=O)N3CCOCC3)c2)cc1 returned Pin1 inh 2%, G9a block -3%[59 µM], GLS inhibitor -18%, BAZ2B inh -8%, BLM helicase inh -6%, POLI inh 8%, PGK inhibitor inactive, HP1b chromo inh 22% and JMJD2A Tudor inh -16%.
For O=C1NC(c2ccc(Br)cc2)=N/C1=C/c1ccco1 the results were Pin1 inh -4%, G9a block inconclusive, GLS inhibitor -1%, BAZ2B inh 2%, BLM helicase inh -4%, POLI inh 23%, PGK inhibitor -4%, HP1b chromo inh 30% and JMJD2A Tudor inh -18%.
`COc1ccccc1CNC(=O)CNCCc1ccc(OC)c(OC)c1` gave Pin1 inh -5%, GLS inhibitor -1%, BAZ2B inh 50µM*, BLM helicase inh 6%, POLI inh 50%[activator], PGK inhibitor -13%, HP1b chromo inh inconclusive and JMJD2A Tudor inh 22µM*.
COc1ccc(-c2ccc(SCC(=O)N3CCN(c4ccccc4)CC3)nn2)cc1 was read as Pin1 inh -3%, G9a block -10%, GLS inhibitor 5%, BAZ2B inh -12%, BLM helicase inh -1%, POLI inh 146%[activator], PGK inhibitor inactive, HP1b chromo inh 12% and JMJD2A Tudor inh -11%.
O=C1CCC(CCC(=O)N2CCCC(C(=O)c3ccc(Cl)cc3)C2)=NN1 (configuration not stated) was read as Pin1 inh 1%, GLS inhibitor -6%, BAZ2B inh -1%, BLM helicase inh -2%, POLI inh 34%[activator], PGK inhibitor -6%, HP1b chromo inh 65%[activator] and JMJD2A Tudor inh -15%.
`CCN(CC(=O)Nc1c(F)cccc1F)C(=O)COc1cccc2c1OC(C)(C)C2` gave Pin1 inh -4%, G9a block 4%[0.501 µM], GLS inhibitor 3%, BAZ2B inh 7%, POLI inh 42%[activator], PGK inhibitor 1%, HP1b chromo inh 28% and JMJD2A Tudor inh -3%.
For COc1ccc(/C=C(\C#N)C(=O)OCC(=O)NCc2ccccc2OC)cc1 the results were Pin1 inh 17%, G9a block inconclusive, GLS inhibitor 3%, BAZ2B inh 4%, POLI inh 7%, PGK inhibitor -3%, HP1b chromo inh 20% and JMJD2A Tudor inh -3%.
For Cc1oc2c(C)c3oc(=O)c(CCC(=O)NCCCCCC(=O)O)c(C)c3cc2c1C the results were Pin1 inh -8%, G9a block -24%, GLS inhibitor -7%, BAZ2B inh -27%, BLM helicase inh 0%, POLI inh 44%[activator], PGK inhibitor inactive, HP1b chromo inh 28% and JMJD2A Tudor inh -4%.
CCOc1cc(OCC)nc(S(C)(=O)=O)n1 was read as Pin1 inh 4%, G9a block 4%, GLS inhibitor 8%, BAZ2B inh -21%, BLM helicase inh -1%, POLI inh 29%, PGK inhibitor -6%, HP1b chromo inh 11% and JMJD2A Tudor inh -19%.
`Cc1cc(C)c(OCC(=O)Nc2nc3ccccc3[nH]2)c(C)c1` gave Pin1 inh 0%, G9a block 0%, GLS inhibitor -1%, BAZ2B inh -16%, BLM helicase inh -2%, POLI inh 19%, PGK inhibitor 6%, HP1b chromo inh 39% and JMJD2A Tudor inh -7%.
CCCCN(C)Cc1c(O)ccc2c(=O)c(-c3ccccc3OC)coc12 was read as Pin1 inh -3%, G9a block 38%, GLS inhibitor 4%, BAZ2B inh -16%, BLM helicase inh -1%, POLI inh -1%, PGK inhibitor inactive, HP1b chromo inh 44%[activator] and JMJD2A Tudor inh -4%.
For C[C@@H](CN1CCC[C@H]1CN1C(N)=NC[C@@H]1Cc1ccccc1)N1C[C@@H](Cc2ccccc2)N(CCc2ccc(Cl)c(Cl)c2)C1=N the results were Pin1 inh -5%, GLS inhibitor -7%, POLI inh -4%, PGK inhibitor 3%, HP1b chromo inh 17% and JMJD2A Tudor inh inconclusive.
COc1ccc(N2CCN(c3ncnc4c3nnn4Cc3ccccc3Cl)CC2)cc1 was read as Pin1 inh 3%, G9a block 3%[59 µM], GLS inhibitor 1%, BAZ2B inh -11%, BLM helicase inh -4%, POLI inh 8%, PGK inhibitor 9%, HP1b chromo inh -4% and JMJD2A Tudor inh -34%.

Screens from PubChem BioAssay.
